# From PubChem
# Rin1 Abl inh: inhibitors of Rin1-Abl protein binding, primary screen, biochemical, TR-FRET | inhibition, % at 7.35 µM | 360,000 tested, 0.4% active | AID 588664, 2011; in the data active means inhibition above about 5%, passing the limit was not always enough
# FAS TE block: FAS thioesterase domain inhibitors, primary screen, biochemical, fluorescence intensity, uHTS | Fatty acid synthase (Homo sapiens), P49327 | inhibition, % at 15 µM | 360,000 tested, 0.67% active | recombinant FAS-TE, OMFH fluorogenic substrate, fluorescence endpoint;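 active means compounds whose normalised, plate-corrected inhibition of enzyme fluorescence in the single-dose primary screen is 50% or more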;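 further: 0% = DMSO with enzyme and 100% = substrate without enzyme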
# MsrA inhibitor: bovine MsrA enzyme inhibitors, primary screen, biochemical, absorbance, HTS; Methionine sulfoxide reductase A (Bos taurus); purified bovine MsrA, absorbance read-out; inhibition, % at 15.5 µM; 360,000 tested, 0.75% active; in the data active means inhibition above about 4.5%;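 further: 0% = vehicle wells with enzyme and 100% = reference inhibitor wells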
# PABP1 MLLE inh: inhibitors of PABP1 MLLE–PAM2 peptide binding, primary screen, biochemical, fluorescence polarization, FITC-PAM2, GST-MLLE; Polyadenylate-binding protein 1 (Homo sapiens), P11940; inhibition, % at 20 µM; 360,000 tested, 0.36% active; AID 588489, 2011; in the data active means inhibition above about 35%, passing the limit was not always enough;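 further: plate controls were DMSO wells with GST-MLLE for no effect and wells lacking GST-MLLE protein for full effect; some results filed as inactive read as strong as hits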
# Neddyl block: inhibitors of cullin neddylation, primary screen, biochemical, TR-FRET, uHTS, NAE and Ubc12; NEDD8-conjugating enzyme Ubc12 (Homo sapiens) + NEDD8-activating enzyme E1 regulatory …; calls only at 25 µM; 360,000 tested, 0.58% active; AID 651699, 2012; in the data active means inhibition above about 36%
# E coli Lon inh: inhibitors of E. coli Lon protease, primary screen, biochemical, fluorescence polarization; inhibition, % at 7.94 µM; 360,000 tested, 0.42% active; purified E. coli Lon protease; in the data active means inhibition above about 13%, passing the limit was not always enough;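 further: 0% = enzyme with probe and DMSO and 100% = no enzyme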
# CSN inh: inhibitors of CSN-mediated cullin deneddylation, primary screen, biochemical, fluorescence polarization, uHTS | COP9 signalosome complex subunit 5 (Homo sapiens), Q92905 | Purified CSN, SCF-Nedd8-OG deneddylation | inhibition, % at 12.5 µM | 360,000 tested, 0.38% active | AID 651999, 2013;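 active means pattern-corrected inhibition above about 35%, with an unprinted fluorescence ratio check between 0.5 and 1.5, limit read from the data, passing the limit was not always enough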;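 further: 0% = enzyme with substrate and 100% = substrate without enzyme; some results filed as inactive read as strong as hits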
#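 Material: human Csn5 produced in HEK293T cells; Input: enzyme 0.24 nM; Reagent: SCFSkp2-Nedd8OG substrate at 10 nM final; Dosing: 12.5 µM compound; Incubation: 90 min reaction at room temperature; Detection: fluorescence polarization of the substrate; Evaluation: % inhibition of substrate cleavage by Csn5; Control set: substrate-only high control, full reaction low control.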
# Tb MetRS inh: T. brucei MetRS inhibitors, primary screen, biochemical, luminescence. methionyl-tRNA synthetase (Trypanosoma brucei brucei). purified T. brucei MetRS, ATP depletion, Kinase-Glo luminescence. inhibition, % at 11.9 µM. 360,000 tested, 0.4% active. AID 624268, 2012;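 active means inhibition above a per-plate cutoff of the control wells' mean inhibition plus 3 SD, cut at about 5.5% in these data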;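 further: 0% = DMSO wells median and 100% = median of wells with control inhibitor compound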
#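 Material: T. brucei methionyl-tRNA synthetase, purified; reagent: substrates ATP, L-methionine and bulk Escherichia coli tRNA; dosing: 11.9 µM single point; timing: 15 min plus 2 h at 25 °C; detection: luminescence of leftover ATP; evaluation: % inhibition; control set: DMSO-only wells as low control; replicates: singlicate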
# MsrA act: bovine MsrA enzyme activators, primary screen, biochemical, absorbance, HTS | Methionine sulfoxide reductase A (Bos taurus) | purified bovine MsrA, absorbance read-out | activation, % at 10.6 µM | 360,000 tested, 0.3% active | AID 602163, 2012; in the data active means activation above about 7.5%;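 further: 0% = vehicle and 100% = reference activator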
# * hit, by the source's call; i = inactive; x = no result given.
SMILES,Rin1 Abl inh,FAS TE block,MsrA inhibitor,PABP1 MLLE inh,Neddyl block,E coli Lon inh,CSN inh,Tb MetRS inh,MsrA act
COc1cc(/C=N/NC(=O)CCn2nc(C)cc2C)ccc1O,-1,-6,-0.1,9,i,-2,5,-0.1,-4
Cn1c(CCCNC(=O)c2ccco2)nc2ccccc21,-2,-2,0.5,21,i,-8,2,0.1,-3
CC1=C(C(N)=O)C(c2cccs2)n2ncnc2N1 (configuration not stated),0,-8,1.1,5,i,-18,1,-0.1,-7
CC(=O)Oc1ccc(Cn2c(C)c(C(=O)NCc3ccc(C#N)cc3)sc2=O)cc1,0,2,-1.2,2,i,-2,-4,-0.4,-3
Cc1ccc(C(=O)COC(=O)C2C3C=CC(C3)C2C(=O)OCC(=O)c2ccc(C)c(C)c2)cc1C (configuration not stated),-2,22,-0.1,3,i,-10,4,-0.1,-4
N#CC1=C(N)Oc2cc(N)ccc2C1c1cc(Br)cs1 (configuration not stated),-3,40,0.6,-76,i,-150,20,43*,-1
CC(C)(C)c1nnc(NC(=O)COc2ccc3c(c2)OCO3)s1,4,-5,-1.3,1,i,-21,0,-0.8,-14
CCOC(=O)c1cc(-c2ccco2)nc2c1c(C)nn2CCC#N,4,-3,1.4,-16,x,-22,9,0.0,-4
Cc1ccc(S(=O)(=O)N2CCOCC2)cc1NC(=O)COC(=O)/C=C/c1ccc(F)cc1,-1,1,-0.8,5,i,1,4,-0.2,-2
Cc1cnc(NS(=O)(=O)c2ccccc2)c(Br)c1,-2,-1,-0.6,0,i,-6,-6,0.2,4
COc1c(C)cc(C(=O)C2CCCN(Cc3cnc(N4CCOCC4)s3)C2)cc1C (configuration not stated),0,-2,-0.2,-8,i,3,4,-0.5,-1
CCCCc1nc(SCC(=O)Nc2ccc(S(N)(=O)=O)cc2)n[nH]1,2,-2,-1.3,-8,i,5,2,-0.5,-3
CC1(C(=O)Nc2ccc3ccccc3c2)CCC(=O)N1CCOc1ccccc1 (configuration not stated),5,6,0.5,-4,i,3,5,-1.5,-6
Cc1cc(C)cc(-n2ccnc2SCC(=O)Nc2nccs2)c1,4,-1,0.9,-8,i,-3,1,0.1,-9
CC(=O)c1sc(NC(=O)Cc2c(F)cccc2Cl)nc1C,-3,-2,2.4,-2,i,-5,0,-0.9,-1
Cc1ccc(-n2c(SCC(=O)NCc3ccco3)nc3nc4c(cc3c2=O)COC(C)(C)C4)cc1,0,-3,0.9,-2,i,8,-2,-0.9,1
Fc1cccc(NCc2ccoc2)c1,3,-2,-0.7,8,i,-5,1,-0.3,-3
COc1ccc(S(=O)(=O)Nc2ccc3c(c2)n(C)c(=O)n3C)cc1C,1,0,0.6,-13,i,-9,1,-0.2,-1
OCCC1CN(C2CCC2)CCN1Cc1ccc(F)c(F)c1 (configuration not stated),2,-1,0.7,-2,i,2,-1,-1.3,-12
Cc1ccc(NC(=O)C2CCCN(c3nccc(C)n3)C2)c(C)c1 (configuration not stated),1,-3,-1.5,13,i,0,2,-0.5,-8
CC(C)Cn1c(SCC(N)=O)nnc1-c1cccc(S(=O)(=O)N2CCOCC2)c1,4,-9,-0.5,3,i,3,-2,-0.2,-4
CCn1c(SCC(=O)N2CCC(C(N)=O)(N3CCCCC3)CC2)nc2ccccc2c1=O,1,-7,-0.3,-2,i,-15,-7,-2.2,-7
CC(=O)Nc1ccc(C(=O)N/C(=C\c2ccccc2)C(=O)Nc2cccc(C(=O)O)c2)cc1,-2,-3,2.1,2,i,6,-4,-0.7,-9
CC(C)NC(=O)c1ccc2nc([C@@H]3O[C@H](CO)[C@H](O)[C@H](O)[C@H]3O)[nH]c2c1,-4,-11,1.0,-13,i,-12,0,-0.1,-2
Cc1ccc(C(=O)Cn2c(=N)n(CCN3CCOCC3)c3ccccc32)cc1,-1,-10,-0.3,-1,i,8,-1,0.0,-1
COc1ccc(CCNCCC(c2ccccc2)c2ccccc2)cc1OC,-3,-1,-0.9,-6,i,2,1,0.3,-1
CCOC(=O)CCCNC(=O)COC(=O)c1cc(C)cc(C)c1,-4,0,-1.3,-1,i,0,0,-0.7,0
COc1cccc(NC(=O)C2(C)CCCN(C(C)C)C2)c1 (configuration not stated),-4,-2,-1.2,-3,i,-11,3,-0.1,-1
Cc1cccc(C)c1NC(=O)CCCSc1nc2ccccc2s1,-1,-2,0.5,-8,i,2,-3,-0.9,-2
COc1ccccc1CN1CC(C(=O)NCc2nc3ccccc3n2C)CCC1=O (configuration not stated),-1,0,1.4,13,i,1,0,-0.4,-3
COc1ccc(CCNC(=O)COc2ccc(C)nc2[N+](=O)[O-])cc1OC,-1,-2,0.9,0,i,0,2,-0.7,-4
O=C(COc1ccc2ccccc2c1)NNC(=O)c1ccc([N+](=O)[O-])cc1,2,4,0.1,1,i,-4,7,-0.1,-4
CCCCC(=O)NCc1ccc(Cl)cc1,3,-6,-0.3,-2,i,6,-16,-0.8,-8
CN(CCc1ccccn1)S(=O)(=O)c1ccc2c3c(cccc13)C(=O)N2,1,-15,0.1,2,x,0,-5,-0.2,-16
CCOC(=O)C1CCN(S(=O)(=O)c2c(C)noc2C)CC1,-5,-6,0.5,0,i,-5,-3,0.0,0
Cc1ccccc1-n1cnc2c(sc3nc(N4CCOCC4)c4c(c32)CCCC4)c1=O,-3,66*,3.0,-4,i,2,2,0.2,0
CC(=O)OC(C)C(=O)NS(=O)(=O)c1ccc(C)cc1 (configuration not stated),4,-8,0.1,-4,i,7,3,-1.5,-8
CC1=C(C(=O)OC2CCCCC2)C(c2ccc(C)o2)C2=C(CC(C)(C)CC2=O)N1 (configuration not stated),-2,1,-0.6,-1,i,0,3,0.1,-4
CN(CCc1ccccn1)C(=O)CC1C(=O)NCCN1Cc1ccc(-c2ccccc2)cc1 (configuration not stated),0,-2,0.5,-15,i,10,-4,-0.9,-1
Cc1ccc(C(=O)N2CCN(C3CCCCC3)CC2)s1,2,-1,1.4,4,i,5,0,-0.6,-9
COc1cc2c(cc1OC)C(c1ccccc1C)CC(=O)N2 (configuration not stated),1,-1,-0.6,-3,i,-5,4,-0.2,-3
O=C1CN(Cc2cc(=O)oc3cc4c(cc23)CCC4)CCN1,-9,-4,0.7,-3,i,2,5,0.2,-2
CCN(CC)c1ccc(/C=N/NC(=O)c2ccc([N+](=O)[O-])cc2)cc1,0,-2,-0.1,3,i,-2,-7,-0.5,-3
CCOc1cccc(-c2c(C(=O)N/N=C/c3ccoc3)nnn2-c2nonc2N)c1,0,-1,1.7,2,i,7,-2,-0.5,-4
Cc1[nH]c2ccccc2c1C(=O)NS(=O)(=O)Nc1ccc(Cl)cc1,-3,0,0.8,-1,i,-3,-8,-0.9,-4
Cc1nc2sc(C(=O)Nc3ccccc3)c(N)c2c(C)c1[N+](=O)[O-],3,3,1.6,-2,i,4,4,-0.1,-2
Cc1c(F)cccc1NC(=O)CCC(=O)O,-1,-8,-0.7,3,i,2,-10,-0.8,-5
Cn1c2ccc(F)cc2c2nnc(SCC(=O)Nc3cccc(O)c3)nc21,0,7,2.4,7,i,3,2,-0.6,-12

# Single records, from the list above.
# `CC1=C(C(=O)OC2CCCCC2)C(c2ccc(C)o2)C2=C(CC(C)(C)CC2=O)N1` (configuration not stated) is entered as Rin1 Abl inh: -2; FAS TE block: 1; MsrA inhibitor: -0.6; PABP1 MLLE inh: -1; Neddyl block: i; E coli Lon inh: 0; CSN inh: 3; Tb MetRS inh: 0.1; MsrA act: -4
# `Cc1[nH]c2ccccc2c1C(=O)NS(=O)(=O)Nc1ccc(Cl)cc1` is entered as Rin1 Abl inh: -3; FAS TE block: 0; MsrA inhibitor: 0.8; PABP1 MLLE inh: -1; Neddyl block: i; E coli Lon inh: -3; CSN inh: -8; Tb MetRS inh: -0.9; MsrA act: -4

# Following part
SMILES,Rin1 Abl inh,FAS TE block,MsrA inhibitor,PABP1 MLLE inh,Neddyl block,E coli Lon inh,CSN inh,Tb MetRS inh,MsrA act
O=C(COC(=O)/C=C/c1ccccc1)NCCC1=CCCCC1,0,9,4.1,5,i,1,2,0.3,-1
Cc1noc(C)c1NC(=O)N(C)C[C@@H]1Oc2ncc(C#CC3CC3)cc2C(=O)N([C@@H](C)CO)C[C@@H]1C,1,-5,0.1,-6,i,13,-4,-0.1,0
Cc1cc(NC(=O)C2CCN(S(=O)(=O)c3cnc[nH]3)CC2)ccc1Br,1,-45,0.5,-13,i,-7,2,-0.4,0
COc1cc(/C=C2/C(=O)N(c3ccc([N+](=O)[O-])cc3)N=C2N2CCOCC2)ccc1O,-1,-2,4.7*,-7,i,-4,2,0.0,-3
CC1=CC(C)(C)n2c(O)c(N=N)c3cc(C)cc1c32,-2,13,2.5,-1,i,4,-2,-0.6,-4
NC(=O)c1ccccc1NCC(=O)c1ccc(Cl)cc1,5,0,1.8,14,i,4,-2,-0.5,0
Cn1c(NCC(O)CO)nc2c1c(=O)n(Cc1ccc(Cl)c(Cl)c1)c(=O)n2C (configuration not stated),-1,12,-1.1,-9,i,-8,-2,-0.7,-4
CCCC(C)C(=O)Nc1nc(C)c(-c2csc(Nc3cc(OC)ccc3OC)n2)s1 (configuration not stated),1,18,1.1,7,i,1,5,-0.2,-3
CC(O)CSc1nc2c(c(=O)[nH]c(=O)n2C)n1Cc1ccccc1Cl (configuration not stated),2,-3,-0.2,-71,i,-3,-3,1.9,-4
Cc1nc(Cl)sc1C(=O)Nc1cccc(Cl)c1C,-2,-3,-1.3,7,i,-3,-8,-0.7,-6
O=C(O)c1ccc(S(=O)(=O)Nc2ccc(F)c(Cl)c2)cc1,0,4,0.3,-3,i,5,-8,-0.8,-5
N#CC1=C(N)OC2=C(C(=O)CCC2)C12C(=O)N1CCCc3cccc2c31 (configuration not stated),-4,-8,-0.4,3,i,9,7,-1.4,-5
CCOc1cccc(-c2nnc(SCC(=O)Nc3cc(C)ccc3OC)n2N)c1,6,1,-0.3,-9,i,-4,-3,-0.4,-6
CNc1oc(-c2ccc(F)cc2)nc1S(=O)(=O)c1ccccc1,-1,4,0.6,4,i,4,6,-0.3,-1
O=C(N[C@@H](Cc1ccccc1)C(=O)N1CCN(S(=O)(=O)c2cccc(F)c2)CC1)c1ccco1,1,0,-0.6,-4,i,-3,2,-0.2,-1
CCOC(=O)N/N=C\c1ccccc1OC/C=C/c1ccccc1,-1,16,0.2,-14,i,-10,-1,-0.2,-1
CCC(C)c1ccc(N(C(=O)c2ccco2)C(C(=O)NC2CCCC2)c2cccnc2)cc1 (configuration not stated),3,26,0.6,-10,i,8,-1,-0.5,0
O=CN1CCN(C2CC(=O)N(c3ccc4c(c3)OCO4)C2=O)CC1 (configuration not stated),0,-5,-0.8,0,i,7,0,-2.1,-11

# Three entries out of the list above, ordered by their value in CSN inh, low to high.
Molecule	CSN inh
O=CN1CCN(C2CC(=O)N(c3ccc4c(c3)OCO4)C2=O)CC1 (configuration not stated)	0
O=C(N[C@@H](Cc1ccccc1)C(=O)N1CCN(S(=O)(=O)c2cccc(F)c2)CC1)c1ccco1	2
CNc1oc(-c2ccc(F)cc2)nc1S(=O)(=O)c1ccccc1	6
